Bioassay records: PubChem BioAssay, Sanford-Burnham Center for Chemical Genomics
SENP8 block-1: blocks human SENP8 cleavage of Nedd8 substrate; recombinant SENP8, Nedd8 substrate fluorescence; inhibition, % at 20 µM; 0.64% of 360,000 active; AID 602440; in the data active = inhibition mostly above about 40%, no sharp cut-off; inactive = mostly below about 27%
Target sequence (Q96LD8 whole entry, looked up): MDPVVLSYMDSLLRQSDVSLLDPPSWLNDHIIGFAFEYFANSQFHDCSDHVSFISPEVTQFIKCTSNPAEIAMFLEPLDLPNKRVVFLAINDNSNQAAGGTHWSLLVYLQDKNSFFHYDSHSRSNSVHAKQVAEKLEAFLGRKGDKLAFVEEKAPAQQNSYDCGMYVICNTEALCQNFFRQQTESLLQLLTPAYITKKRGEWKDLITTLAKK
HKDC1 inh: HKDC1 (human) hexokinase inhibition; Q2TB90; recombinant HKDC1, G6PDH/diaphorase resazurin coupled fluorescence; inhibition, % at 20 µM; 0.16% of 340,000 active; AID 493160;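 active = inhibition above about 35% when tested at 20 µM, limit read from the data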;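 also: plate controls were DMSO wells with enzyme for no effect and DMSO wells lacking enzyme for full effect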
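Material: recombinant HKDC1 hexokinase; Amount: HKDC1 at 5 µg/mL; Medium: Tris pH 8.0 buffer with MgCl2, Tween-20, BSA, BME; Schedule: 90 min reaction incubation at room temperature, dark; Technique: coupled resazurin fluorescence, excitation 525 nm, emission 613 nm.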
SENP8 block-2: SENP8 protease inhibition | purified SENP8, Z-RLRGG-aminoluciferin cleavage, luminescence | 1.2% of 330,000 active | AID 2540 | inhibition, % at 10 µM | Q96LD8; in the data active = inhibition above about 50%
SENP1 inh: SENP1 (human) catalytic domain inhibition. recombinant SENP1 catalytic domain, CyPet-SUMO1-YPet FRET cleavage. Q9P0U3. AID 624204. inhibition, % at 10 µM. 0.21% of 360,000 active;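 active = inhibition at least 30% at 10 µM, raw YFP signal under a set limit, fluorescence ratio 0.5 to 1.5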;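 also: 0% = enzyme with DMSO and 100% = no enzyme wells; some results filed as inactive read as strong as hits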
Target sequence (Q9P0U3 419-644 limits assumed): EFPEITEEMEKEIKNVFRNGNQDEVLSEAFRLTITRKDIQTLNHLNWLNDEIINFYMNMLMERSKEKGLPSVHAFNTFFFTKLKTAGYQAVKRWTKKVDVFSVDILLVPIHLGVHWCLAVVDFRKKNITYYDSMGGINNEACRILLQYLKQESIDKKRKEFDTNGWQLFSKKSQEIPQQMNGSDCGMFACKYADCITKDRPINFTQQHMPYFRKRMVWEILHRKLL
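Material – human SENP1 catalytic domain · Input – SENP1 enzyme, 20 pM final · Compound dosing – single concentration of 10 µM compound, 0.5% DMSO final · Timing – enzyme reaction for 50 min at room temperature, dark · Measured by – FRET fluorescence in CFP and YFP emission channels · Control set – no-enzyme wells low, DMSO-plus-enzyme wells high control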
PfGluPho inh: PfG6PD (Plasmodium falciparum) enzyme inhibition. PfGluPho enzyme, NADPH resazurin-diaphorase fluorescence. inhibition, % at 20 µM. 0.78% of 350,000 active;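 active = inhibition reaching at least a set limit at 20 µM in the primary screen, cut at about 59% in these data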;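 also: 0% = DMSO wells with substrate and 100% = DMSO wells lacking glucose-6-phosphate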
SENP7 block: blocks the human protease SENP7 | inhibition, % at 5 µM | 1.5% of 330,000 active | Q9BQF6 | recombinant SENP7, Z-RLRGG-aminoluciferin luminescence, 40 min;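 active = inhibition above about 50% at the single test dose, limit read from the data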;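 also: plate controls were DMSO with enzyme for no effect and no enzyme buffer wells for full effect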
Target sequence (Q9BQF6 706-1050 limits assumed): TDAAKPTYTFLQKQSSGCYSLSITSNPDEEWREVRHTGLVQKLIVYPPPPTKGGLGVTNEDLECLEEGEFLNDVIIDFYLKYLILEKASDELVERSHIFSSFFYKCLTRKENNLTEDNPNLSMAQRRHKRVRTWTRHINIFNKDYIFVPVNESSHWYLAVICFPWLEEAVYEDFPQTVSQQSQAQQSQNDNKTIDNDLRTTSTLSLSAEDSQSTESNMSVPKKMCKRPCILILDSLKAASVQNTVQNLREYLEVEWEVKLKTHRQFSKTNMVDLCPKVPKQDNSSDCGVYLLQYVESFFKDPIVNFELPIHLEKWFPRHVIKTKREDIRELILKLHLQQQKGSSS
UBC13 polyUb: inhibitors of human UBC13 polyubiquitin chain formation; P61088; TR-FRET; inhibition, % at 20 µM; 0.47% of 330,000 active; AID 485273; in the data active = inhibition above about 45%, passing the limit was not always enough
Target sequence (P61088 whole entry, looked up): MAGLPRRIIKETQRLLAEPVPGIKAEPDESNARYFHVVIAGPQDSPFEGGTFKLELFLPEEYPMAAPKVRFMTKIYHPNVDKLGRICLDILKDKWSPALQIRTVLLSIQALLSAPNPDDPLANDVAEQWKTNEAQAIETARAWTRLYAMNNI
beta cell repl: inducers of beta-cell replication in MIN6 cells. MIN6 cells proliferation, ATPlite luminescence, 48 h; cells starved in 0.2% serum; 100% = growth in 10% serum. 0.29% of 330,000 active. proliferation, % at 10 µM. AID 2380;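 active = compounds whose signal lies at least 3.5 SD above the mean of all wells on their plate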;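 also: 0% = DMSO-treated cells in low-serum medium and 100% = 10% serum control; some compounds called inactive have numbers as strong as hits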
SENP6 block: inhibitors of human SENP6 protease; Q9GZR1; Recombinant SENP6 catalytic domain, aminoluciferin luminescence; inhibition, % at 10 µM; 1.8% of 330,000 active; AID 2599;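 active = inhibition above about 50% at the single tested dose, limit read from the data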;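 also: plate controls were DMSO wells with enzyme for no effect and DMSO wells lacking enzyme for full effect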
* marks the source's active call; other numbers are inactive results; . = not tested or not shown.

Every second line gives: SENP1 inh	SENP8 block-1	PfGluPho inh	beta cell repl	HKDC1 inh	UBC13 polyUb	SENP7 block	SENP8 block-2	SENP6 block
#1 COc1ccc(C(=O)Nc2nc3ccc(S(C)(=O)=O)cc3s2)cc1
    -24	-218	6	-1	-1	20	2	4	12
#2 Cc1ccc(-c2cc(C)nc3nc(N)nn23)cc1
    3	-277	2	-2	-5	-13	-4	-6	-3
#3 Cc1cc(C)n(-c2ccc(C(=O)Nc3nnc(C4CC4)s3)cc2)n1
    2	-34	-20	-3	-4	-2	3	0	-24
#4 CCOC(=O)c1cc2c(ccn2C)n1CC(=O)N1CCC(Cc2ccccc2)CC1
    -20	1	-13	-4	17	-2	-3	-10	-16
#5 COc1ccc(-n2c(=O)[nH]cc(C(=O)Nc3ccc4c(c3)OCCO4)c2=O)cc1OC
    -1	-12	-10	-3	-4	-11	0	5	1
#6 COc1ccc(C(C(=O)NCC2CCCO2)N(C(=O)CNC(=O)c2cccs2)c2ccc(NC(C)=O)cc2)cc1OC (stereo not given)
    4	7	12	-4	9	-1	0	3	3
#7 Cc1ccc2nc(SCC(=O)c3ccc4c(c3)NC(=O)CO4)[nH]c2c1
    -3	19	19	-4	-1	-17	-11	-7	-12
#8 CCOc1ccc(S(=O)(=O)Nc2ccccn2)c2ccccc12
    3	-191	-17	-5	-2	16	-5	-1	-9
#9 CCCN(CCC)CCCNS(=O)(=O)c1ccc2c(c1)oc(=O)n2C
    1	2	-20	-4	-6	-12	-5	-7	-2
#10 COc1cccc(NC(=O)COc2ccc(C)cc2)c1
    0	10	13	-2	7	2	40	18	30
#11 O=S(=O)(NCc1cccnc1)c1cccs1
    -1	10	-12	0	-5	-2	-3	0	-8
#12 Cc1c(C#N)c(N=CN(C)C)c(C(=O)c2ccccc2)n1-c1ccccc1
    -1	20	2	-1	8	-2	-6	-2	-4
#13 CCOC(=O)N1CCC(Nc2c(NCCCOC)c(=O)c2=O)CC1
    0	18	-10	-2	5	-8	-1	-8	23
#14 COc1ccc(S(=O)(=O)NNC(=O)Nc2ccc(F)cc2)cc1
    1	16	-13	0	-7	-9	13	-7	-8
#15 Nc1c(-c2ccccc2)c(CSc2nc3ccccc3[nH]2)nn1-c1cccc(Cl)c1
    6	4	-2	-6	-3	-7	-7	4	19
#16 S=C(NCCc1ccccc1)N1CCN(C(c2ccccc2)c2ccccc2)CC1
    2	21	14	0	-5	4	7	5	2
#17 O=C(NCc1ccc(N2CCCC2=O)cc1)NC1CCCCC1
    0	2	14	-1	6	-7	2	2	-3
#18 Cc1cccc(C(=O)Nc2ccc(C(=O)N/N=C/c3cccc(C)n3)cc2)c1
    -49	15	0	-2	-4	-5	-10	-5	-5
#19 Cc1cc(NC(=O)C2CCCCC2C(=O)O)ccc1NC(=O)c1ccccc1 (stereo not given)
    0	-6	-15	-2	8	-3	3	-2	1
#20 N#CCC(=O)Nc1ccc(C(=O)OCC(=O)NC(=O)Nc2ccc3c(c2)OCCO3)cc1
    -20	-32	7	-4	-4	18	1	-4	-6

Record cards (already shown). Order of values: SENP1 inh | SENP8 block-1 | PfGluPho inh | beta cell repl | HKDC1 inh | UBC13 polyUb | SENP7 block | SENP8 block-2 | SENP6 block
COc1ccc(C(=O)Nc2nc3ccc(S(C)(=O)=O)cc3s2)cc1 is listed as -24 | -218 | 6 | -1 | -1 | 20 | 2 | 4 | 12
N#CCC(=O)Nc1ccc(C(=O)OCC(=O)NC(=O)Nc2ccc3c(c2)OCCO3)cc1 is listed as -20 | -32 | 7 | -4 | -4 | 18 | 1 | -4 | -6

Other compounds
Every second line gives: SENP1 inh	SENP8 block-1	PfGluPho inh	beta cell repl	HKDC1 inh	UBC13 polyUb	SENP7 block	SENP8 block-2	SENP6 block
#21 CCOc1ccc(-c2nc(N)ncc2-c2ccc(Cl)cc2)c(O)c1
    -3	-4	26	-6	7	-7	-15	-15	-20
#22 CCOc1ccc(-c2nnc(-c3cccs3)o2)cc1
    4	-284	-8	0	2	15	85*	73*	48
#23 COc1cc(C)ccc1OCCOCCOc1ccc([N+](=O)[O-])cc1
    1	-2	14	3	-7	1	0	4	7
#24 CCOC(=O)c1sc(SC)c2c1CCC/C2=N/OC
    0	-1	-3	-2	-2	-2	3	2	-9
#25 COc1ccc(S(=O)(=O)NCCc2ccccc2)cc1OC
    2	9	-28	-1	-5	2	0	-1	2
#26 CCc1ccc(NC(=O)C(=O)NNC(=O)c2ccc(OC)cc2)cc1
    1	21	-26	-1	-5	-7	-2	1	-18
#27 Cc1nnc(NC(=O)Cn2cnc3c2c(=O)n(C)c(=O)n3C)s1
    1	11	-13	-3	-1	3	-8	-3	-15
#28 O=C(COc1ccc2ccccc2c1)N1CCNCC1
    -1	7	-4	2	5	-3	4	6	7
#29 Cc1ccc(OCC(=O)N2C(C)CCCC2C)c([N+](=O)[O-])n1 (stereo not given)
    0	14	14	2	2	6	3	1	-2
#30 CCCc1cc2c(cc1NC(=O)c1ccc(C)cc1)OCO2
    0	25	27	-3	-2	0	-12	-10	-23
#31 O=C(NC(=S)NCC1CCCO1)C(c1ccccc1)c1ccccc1 (stereo not given)
    4	11	-11	-1	19	8	-2	4	2
#32 CCOC(=O)c1sc(N2C(=O)C(O)=C(C(=O)c3ccco3)C2c2ccc([N+](=O)[O-])cc2)nc1C (stereo not given)
    -43	-8	-20	-1	12	-23	6	14	13
#33 Cc1ccc(-c2nnc(SCC(=O)NC3CCS(=O)(=O)C3)nc2-c2ccc(C)cc2)cc1 (stereo not given)
    0	32	2	1	-6	-4	-1	-14	-6
#34 OCC12COC(c3ccccc3)N1C(c1ccccc1)OC2 (stereo not given)
    -5	16	-14	-2	-10	-9	-11	-10	-3
#35 COc1ccc(NC(=O)c2ccc(NC(=O)c3ccco3)cc2)c(OC)c1
    1	-3	12	-3	1	-6	-6	-3	-9
#36 COc1ccc(CS(=O)(=O)/C(Cl)=C(/Cl)C(=O)Nc2ccc(OC)nc2)cc1
    1	14	11	-4	15	2	3	1	-3
#37 CCOC(=O)c1ccc(NC2OC(=O)c3ccccc32)cc1 (stereo not given)
    2	15	-13	-4	-1	3	7	-1	-14
#38 Cc1oc2cc3oc(=O)c(CCC(=O)N(C)CC(=O)O)c(C)c3cc2c1C
    -6	-280	-13	1	2	4	3	-6	19
#39 COc1ccc(C2=NCCc3cc(OC)c(OC)cc32)cc1OC
    -2	-68	13	-1	-12	-6	-4	-14	0
#40 O=C(C1CCCO1)N1CCN(Cc2nc3ccccc3c(=O)[nH]2)CC1 (stereo not given)
    -9	-3	-6	-3	2	-3	4	-9	-10

Continuation.
Every second line gives: SENP1 inh	SENP8 block-1	PfGluPho inh	beta cell repl	HKDC1 inh	UBC13 polyUb	SENP7 block	SENP8 block-2	SENP6 block
#41 N#Cc1c(NC(=O)CN2CCN(C(=O)c3ccco3)CC2)sc2c1CCCCC2
    -4	0	16	1	-9	4	-3	3	-6
#42 CCOC(=O)CSc1nc2c(sc(=S)n2Cc2ccco2)c(=O)n1-c1ccc(F)cc1
    -1	4	30	-5	-3	-6	-2	2	6
#43 O=C1C(Cl)=C(N2CCCCCC2)C(=O)N1c1ccc(Br)cc1
    29	28	-15	-2	-2	-8	2	-5	4
#44 O=C1CCC([N+](=O)[O-])C(c2cc3c(cc2Cl)OCO3)N1 (stereo not given)
    1	22	3	0	-8	3	-1	4	14
#45 CCN(CC)CC#CC(C)(C)OC(C)=O
    2	8	-11	3	-2	8	3	-2	9
#46 CCC(Sc1nc2n[nH]c(C)c2c(=N)n1-c1ccc(C)c(Cl)c1)C(=O)N1CCOCC1 (stereo not given)
    2	1	2	-1	4	27	0	-7	-12
#47 O=C(Nc1ccc(C(=O)N2CCOCC2)cc1)Nc1ccc(Cl)cc1Cl
    0	12	-7	-4	15	15	5	-3	-22
#48 Cc1ccccc1N(CC(=O)N/N=C/c1ccccc1Cl)C(=O)c1ccccc1
    2	23	-18	2	-5	1	3	-2	-3
#49 COc1cccc(C(C(=O)NCc2ccccc2)N(C(=O)c2csnn2)C2CC2)c1 (stereo not given)
    6	7	11	0	-7	4	-4	3	-15
#50 COc1ccc(CCNC(=O)C2CCCN(S(=O)(=O)c3cc(C)ccc3OC)C2)cc1OC (stereo not given)
    1	21	7	-3	2	-6	-8	-10	-6
#51 O=C(Nc1nc(-c2ccco2)c(-c2ccco2)s1)c1cnccn1
    .	.	35	0	5	-15	-21	-10	-115
#52 O=C(O)c1ccc(/C=C2\CCCc3c2nc2ccccc2c3C(=O)O)cc1
    -13	-301	-22	0	8	1	4	-6	-14
#53 COc1ccccc1NS(=O)(=O)c1cccc(NC(=O)C(C)NC(=O)c2ccco2)c1 (stereo not given)
    0	11	-16	1	2	0	-11	-12	-18
#54 COc1ccc(Cn2nnnc2CN(Cc2cc3cc(C)ccc3[nH]c2=O)C2CCCC2)cc1
    -9	-100	17	-3	-3	1	-7	-3	-8
#55 COc1cccc(OCc2cc(C(=O)N(Cc3nccn3C)C(C)C)no2)c1
    2	14	-8	0	-9	-7	17	-5	-8
#56 O=C(NNc1cccc(Cl)n1)c1c(Cl)cccc1Cl
    -1	0	-36	-3	-2	-18	-8	-9	-4
#57 O=C(CCC(=O)OCc1ccc(C(=O)Oc2ccc(Cl)cc2)cc1)Nc1ccccc1
    3	20	-22	0	-6	-12	-2	-4	-20
#58 COc1ccc2ccccc2c1-c1csc(N)n1
    1	0	12	-3	-4	-2	0	-6	-5
#59 O=C(Cc1sc(-c2ccccc2Cl)nc1-c1ccccc1)Nc1ccc(F)cc1
    0	0	-21	-3	4	5	-2	1	0
#60 CC(C)C1C(c2ccccc2)NC(c2ccccc2)CC1(O)c1ccc(F)cc1 (stereo not given)
    2	27	15	-4	3	24	0	-2	-13
#61 CCOC(=O)c1c(C)[nH]c(C(C)=NNC(=O)Cn2nc(C)cc2C)c1C
    2	7	14	3	2	0	3	-6	8
#62 COc1ccc(OC)c(-n2c(=O)c3ccccc3c3ccccc3c2=O)c1
    -1	18	3	-1	-9	-16	-8	-8	-19
#63 Cc1ccc(S(=O)(=O)N2CCCCC2)cc1NC(=O)c1nn(C)c(=O)c2ccccc12
    1	-1	6	3	1	1	-5	-1	-18
